INS-1E ATP HTS: preserves ATP levels in cytokine-treated INS-1E cells; INS-1E cytokine-induced death, ATP luminescence, 48 h; normalised: neutral wells 0, positive control 100; 20,000 tested, 0.1% active; AID 488910; protection from cytokine-induced ATP loss, % at 10 µM;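 active = mean replicate protection from cytokine-induced ATP loss at least 50% and at least 75% of replicates each reaching 50%; inconclusive = meets only one of the two criteria, mean or replicate share; inactive = fails both the mean and replicate share criteria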
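Test system: INS-1E rat cells | Quantity: 8000 cells per well | Medium: Phenol-red-free RPMI with 5% fetal bovine serum | Reagent: Cytokine cocktail of IFN-γ, TNF-α and IL-1β | Doses: One compound concentration, pin transfer | Timing: 48 h co-treatment, 10 min post-lysis read | Technique: Luminescent ATP assay (CellTiter-Glo)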
T cruzi HTS: inhibitors of intracellular Trypanosoma cruzi | intracellular Trypanosoma cruzi in host cells, plate reader | activity score (inhibition), % at 5.01 µM | 22,000 tested, 4.9% active | AID 651903; in the data active = activity score above about 55%; inconclusive = no clear call, values can overlap the other calls;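 also: parasites and compound incubated about four days before reading; 0% = median of neutral control wells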
Starred values were filed as active, the others as inactive; ? = inconclusive; . = no result given.

Start of the listing, in advance (5 entries):
SMILES	INS-1E ATP HTS	T cruzi HTS
C[C@H](CO)N1C[C@H](C)[C@H](CN(C)Cc2ccc(-c3ccccc3)cc2)Oc2ccc(NS(=O)(=O)c3ccc(F)cc3)cc2CC1=O	-26	17
C[C@@H]1CN([C@H](C)CO)C(=O)c2cccc(NS(=O)(=O)c3ccc(Cl)cc3)c2O[C@H]1CN(C)Cc1ccc(-c2ccccc2)cc1	-9	33
C[C@@H]1CN([C@@H](C)CO)C(=O)c2cc(NC(=O)CCCCCC(=O)Nc3ccccc3N)ccc2O[C@H]1CN(C)Cc1ccncc1	-3	-39
Cc1noc(C)c1S(=O)(=O)Nc1ccc2c(c1)CC(=O)N([C@@H](C)CO)C[C@H](C)[C@H](CN(C)C)O2	0	8
C[C@@H]1CN([C@@H](C)CO)C(=O)c2cccc(NS(=O)(=O)c3cccs3)c2O[C@H]1CN(C)S(=O)(=O)c1ccc(Cl)cc1	7	-13

The listing, from the start:
SMILES	INS-1E ATP HTS	T cruzi HTS
C[C@H](CO)N1C[C@H](C)[C@H](CN(C)Cc2ccc(-c3ccccc3)cc2)Oc2ccc(NS(=O)(=O)c3ccc(F)cc3)cc2CC1=O	-26	17
C[C@@H]1CN([C@H](C)CO)C(=O)c2cccc(NS(=O)(=O)c3ccc(Cl)cc3)c2O[C@H]1CN(C)Cc1ccc(-c2ccccc2)cc1	-9	33
C[C@@H]1CN([C@@H](C)CO)C(=O)c2cc(NC(=O)CCCCCC(=O)Nc3ccccc3N)ccc2O[C@H]1CN(C)Cc1ccncc1	-3	-39
Cc1noc(C)c1S(=O)(=O)Nc1ccc2c(c1)CC(=O)N([C@@H](C)CO)C[C@H](C)[C@H](CN(C)C)O2	0	8
C[C@@H]1CN([C@@H](C)CO)C(=O)c2cccc(NS(=O)(=O)c3cccs3)c2O[C@H]1CN(C)S(=O)(=O)c1ccc(Cl)cc1	7	-13
C[C@@H]1CN([C@@H](C)CO)C(=O)c2cc(NC(=O)Cc3ccccc3)ccc2O[C@@H]1CN(C)S(=O)(=O)c1cn(C)cn1	13	18
CNC[C@@H]1Oc2c(NC(=O)C3CCOCC3)cccc2C(=O)N([C@@H](C)CO)C[C@@H]1C	8	-15
COc1ccc(NC(=O)Nc2ccc3c(c2)CC(=O)N([C@@H](C)CO)C[C@H](C)[C@@H](CN(C)S(=O)(=O)c2ccc(F)cc2)O3)cc1	-1	17
C[C@@H]1CN([C@H](C)CO)C(=O)Cc2cc(NS(=O)(=O)c3cn(C)cn3)ccc2O[C@@H]1CN(C)S(=O)(=O)c1ccc(Cl)cc1	3	-12
C[C@@H]1CCCCO[C@@H](CN(C)Cc2ccccc2)[C@@H](C)CN([C@H](C)CO)C(=O)c2cc(NC(=O)NC3CCCCC3)ccc2O1	-23	-8
C[C@H]1CN([C@@H](C)CO)C(=O)c2cc(NC(=O)Cn3cnnn3)ccc2O[C@H]1CN(C)C	-9	-12
Cc1ccc(S(=O)(=O)Nc2ccc3c(c2)CC(=O)N([C@@H](C)CO)C[C@H](C)[C@@H](CN(C)C(=O)Nc2ccc(C(F)(F)F)cc2)O3)cc1	-1	-1
C[C@@H]1CN([C@H](C)CO)C(=O)c2cccc(NC(=O)c3ccncc3)c2O[C@H]1CN(C)S(=O)(=O)c1ccc(Cl)cc1	-2	-8
C[C@H](CO)N1C[C@H](C)[C@H](CN(C)C(=O)CCCN(C)C)OCc2cnnn2CCCC1=O	.	-2
C[C@@H]1CN([C@H](C)CO)C(=O)Cc2cc(NC(=O)Cn3cnnn3)ccc2O[C@H]1CN(C)S(=O)(=O)c1cn(C)cn1	8	-9
C[C@@H]1CN([C@H](C)CO)C(=O)c2cccc(NC(=O)c3ccc(-c4nccs4)cc3)c2O[C@@H]1CN(C)Cc1ccccc1	-12	13
C[C@H](CO)N1C[C@H](C)[C@H](CN(C)Cc2ccncc2)OCc2cnnn2CCCC1=O	.	-20
C[C@@H]1CN([C@@H](C)CO)C(=O)c2cc(NC(=O)Nc3ccc(C(F)(F)F)cc3)ccc2O[C@@H]1CN(C)CC1CCCCC1	-60	70*
COc1ccc(NC(=O)N(C)C[C@H]2Oc3ccc(NC(=O)Nc4ccccc4)cc3CC(=O)N([C@H](C)CO)C[C@H]2C)cc1	0	-20
Cc1cc(C(=O)Nc2cccc3c2O[C@H](CN(C)C(=O)Nc2ccc(C(F)(F)F)cc2)[C@H](C)CN([C@H](C)CO)C3=O)n(C)n1	-5	-6
C[C@H](CO)N1C[C@H](C)[C@H](CN(C)Cc2ccc(Cl)c(Cl)c2)Oc2ccc(NS(=O)(=O)c3cccs3)cc2C1=O	-13	25
CC(C)NC(=O)N(C)C[C@H]1Oc2ccc(NS(=O)(=O)c3ccc(Cl)cc3)cc2CC(=O)N([C@H](C)CO)C[C@H]1C	-5	-11
COc1ccc(S(=O)(=O)Nc2ccc3c(c2)CC(=O)N([C@@H](C)CO)C[C@H](C)[C@@H](CN(C)S(=O)(=O)c2ccc(OC)cc2)O3)cc1	1	9
CNC[C@H]1Oc2c(NS(=O)(=O)c3ccc(F)cc3)cccc2C(=O)N([C@H](C)CO)C[C@@H]1C	9	-23
C[C@H](CO)N1C[C@H](C)[C@H](CN(C)S(=O)(=O)c2ccc(F)cc2)Oc2ccc(NC(=O)c3ccncc3)cc2CC1=O	-3	26
C[C@H]1CN([C@@H](C)CO)C(=O)c2cc(NC(=O)c3ccncc3)ccc2O[C@@H]1CN(C)C(=O)Nc1ccccc1	1	1
C[C@@H]1CCCCO[C@@H](CN(C)C(=O)Nc2cccc3ccccc23)[C@@H](C)CN([C@H](C)CO)C(=O)c2cc(NS(=O)(=O)c3cn(C)cn3)ccc2O1	-6	-23
C[C@@H]1CN([C@@H](C)CO)C(=O)c2cccc(NC(=O)C3CCOCC3)c2O[C@H]1CN(C)Cc1ccc(Cl)c(Cl)c1	10	26
Cc1ccc(S(=O)(=O)Nc2ccc3c(c2)C(=O)N([C@@H](C)CO)C[C@@H](C)[C@H](CN(C)C(=O)Nc2ccccc2)O3)cc1	5	-3
COc1ccc(S(=O)(=O)N(C)C[C@H]2Oc3ccc(N(C)C)cc3CC(=O)N([C@@H](C)CO)C[C@H]2C)cc1	0	-5
COc1ccc(CN(C)C[C@@H]2Oc3ccc(NC(=O)Nc4ccc(F)cc4)cc3C(=O)N([C@H](C)CO)C[C@@H]2C)cc1	-17	21
COc1ccc(S(=O)(=O)Nc2ccc3c(c2)C(=O)N([C@H](C)CO)C[C@H](C)[C@H](CN(C)C(=O)Nc2ccc4c(c2)OCO4)O3)cc1	-3	1
C[C@@H]1CCCCO[C@@H](CN(C)S(=O)(=O)c2ccc(F)cc2)[C@@H](C)CN([C@H](C)CO)C(=O)c2cc(NS(=O)(=O)c3ccccc3)ccc2O1	-13	14
C[C@@H]1CCCCO[C@H](CN(C)Cc2ccc(C(=O)O)cc2)[C@@H](C)CN([C@H](C)CO)C(=O)c2cc(NC(=O)c3ccccc3)ccc2O1	-2	-15
Cc1ccc(S(=O)(=O)N(C)C[C@H]2Oc3ccc(NC(=O)Nc4ccccc4)cc3C(=O)N([C@H](C)CO)C[C@@H]2C)cc1	0	21
C[C@H](CO)N1C[C@H](C)[C@H](CN(C)C(=O)Nc2cccc3ccccc23)Oc2c(NC(=O)c3ccncc3)cccc2C1=O	1	70*
C[C@@H]1CN([C@@H](C)CO)C(=O)c2cccc(NC(=O)Nc3ccc(F)cc3)c2O[C@H]1CN(C)Cc1ccc(-c2ccccc2)cc1	-4	?
CC(C)NC(=O)Nc1ccc2c(c1)C(=O)N([C@@H](C)CO)C[C@H](C)[C@H](CN(C)C(=O)NC1CCCCC1)O2	6	-7
CC(C)NC(=O)N(C)C[C@@H]1Oc2ncc(-c3cccc(C(F)(F)F)c3)cc2C(=O)N([C@H](C)CO)C[C@@H]1C	.	50
Cc1noc(C)c1NC(=O)N(C)C[C@H]1Oc2ccc(NS(C)(=O)=O)cc2C(=O)N([C@H](C)CO)C[C@H]1C	2	0
C[C@H](CO)N1C[C@H](C)[C@H](CN(C)C(=O)NC2CCCCC2)Oc2ncc(C#CC(C)(C)O)cc2C1=O	1	-22
CNC[C@H]1Oc2ccc(NC(=O)Nc3cccc4ccccc34)cc2CC(=O)N([C@@H](C)CO)C[C@H]1C	16	-20
CC(C)OC(=O)N(C)C[C@H]1OCc2cn(nn2)CCCC(=O)N([C@H](C)CO)C[C@@H]1C	.	-23
C[C@@H]1CN([C@@H](C)CO)C(=O)c2cccc(NS(=O)(=O)c3ccc(F)cc3)c2O[C@H]1CN(C)S(=O)(=O)c1ccc(Cl)cc1	3	-8
Cc1noc(C)c1NC(=O)Nc1cccc2c1O[C@@H](CN(C)C(=O)Nc1ccc3c(c1)OCO3)[C@@H](C)CN([C@@H](C)CO)C2=O	9	-14
Cc1ncc(CO)c(/C=N/NC(=O)c2ccccc2O)c1O	-61	-6
COc1ccc(S(=O)(=O)Nc2ccc3c(c2)CC(=O)N([C@H](C)CO)C[C@H](C)[C@H](CN(C)C(=O)Nc2c(C)noc2C)O3)cc1	10	-12
COc1cc(Cl)c(/C=N/NC(=O)c2ccc(C(=O)NO)cc2)c(Cl)c1OC	32	16
C[C@H](CO)N1C[C@H](C)[C@H](CN(C)Cc2ccc3c(c2)OCO3)Oc2c(NC(=O)Nc3ccc(F)cc3)cccc2C1=O	-22	50
C[C@H]1CN([C@@H](C)CO)C(=O)c2cc(NS(=O)(=O)c3cccs3)ccc2O[C@@H]1CN(C)C(=O)Nc1ccc(C(F)(F)F)cc1	-9	-4
C[C@@H]1CN([C@@H](C)CO)C(=O)c2cc(NC(=O)C3CC3)ccc2O[C@H]1CN(C)C(=O)Nc1ccc2c(c1)OCO2	5	-20
C[C@H](CO)N1C[C@H](C)[C@@H](CN(C)C(=O)Nc2cccc3ccccc23)Oc2ccc(NS(=O)(=O)c3ccc(Cl)cc3)cc2C1=O	-5	2
COc1ccc(NC(=O)N(C)C[C@@H]2Oc3ccc(NS(=O)(=O)c4ccc(Cl)cc4)cc3CC(=O)N([C@H](C)CO)C[C@@H]2C)cc1	-6	-16
C[C@@H]1CN([C@H](C)CO)C(=O)CCCn2cc(nn2)CO[C@@H]1CN(C)Cc1ccc(O)cc1	.	-8
C[C@@H]1CCCCO[C@@H](CN(C)C(=O)NC2CCCCC2)[C@@H](C)CN([C@H](C)CO)C(=O)c2cc(NC(=O)Nc3ccc(F)cc3)ccc2O1	4	0
COc1ccc(CN(C)C[C@@H]2Oc3ccc(NC(=O)CCCCCC(=O)Nc4ccccc4N)cc3CC(=O)N([C@@H](C)CO)C[C@@H]2C)cc1	9	32
CCCC(O)C#Cc1cnc2c(c1)C(=O)N([C@H](C)CO)C[C@H](C)[C@H](CN(C)Cc1cccc(C)c1)O2 (some centres undefined)	.	13
C[C@H](CO)N1C[C@H](C)[C@@H](CN(C)C(=O)Nc2ccccc2)Oc2ccc(NC(=O)C3CC3)cc2C1=O	4	-13
Cc1noc(C)c1NC(=O)Nc1ccc2c(c1)C(=O)N([C@H](C)CO)C[C@@H](C)[C@H](CN(C)C(=O)NC1CCCCC1)O2	5	-11
C[C@@H]1CN([C@H](C)CO)C(=O)c2cc(NC(=O)CCCN(C)C)ccc2O[C@@H]1CN(C)S(=O)(=O)c1ccc(Cl)cc1	3	-5

(listing goes on)
SMILES	INS-1E ATP HTS	T cruzi HTS
C[C@H]1CN([C@@H](C)CO)C(=O)Cc2cc(NS(=O)(=O)c3cn(C)cn3)ccc2O[C@@H]1CN(C)C(=O)Nc1ccc2c(c1)OCO2	1	-2
CNC[C@@H]1Oc2ccc(NS(C)(=O)=O)cc2C(=O)N([C@@H](C)CO)C[C@H]1C	2	-10
CC(C)NC(=O)N(C)C[C@@H]1Oc2ccc(N(C)C)cc2C(=O)N([C@@H](C)CO)C[C@H]1C	-4	-12
COc1ccc(NC(=O)Nc2ccc3c(c2)C(=O)N([C@H](C)CO)C[C@H](C)[C@H](CN(C)C(=O)Nc2cccc4ccccc24)O3)cc1	-5	-6
C[C@@H]1CN([C@@H](C)CO)C(=O)c2cc(NS(=O)(=O)c3ccc(F)cc3)ccc2O[C@@H]1CN(C)Cc1ccc(Cl)c(Cl)c1	.	14
C[C@@H]1CN([C@@H](C)CO)C(=O)c2cc(NC(=O)Nc3cccc4ccccc34)ccc2O[C@@H]1CN(C)Cc1ccccc1	-5	6
C[C@H]1CN([C@@H](C)CO)C(=O)Cc2cc(NS(=O)(=O)c3ccc(Cl)cc3)ccc2O[C@@H]1CN(C)C(=O)NC1CCCCC1	36	-50
C[C@@H]1CN([C@H](C)CO)C(=O)c2cccc(NC(=O)Nc3ccc4c(c3)OCO4)c2O[C@@H]1CN(C)Cc1ccncc1	-1	34
C[C@@H]1CN([C@H](C)CO)C(=O)c2cccc(NC(=O)CCCCCC(=O)Nc3ccccc3N)c2O[C@@H]1CN(C)Cc1ccc(Cl)c(Cl)c1	3	61*
Cc1ccc(S(=O)(=O)Nc2cccc3c2O[C@@H](CN(C)Cc2ccc(C(=O)O)cc2)[C@H](C)CN([C@@H](C)CO)C3=O)cc1	5	-3

Looked up by structure from the list above:
SMILES	INS-1E ATP HTS	T cruzi HTS
C[C@H]1CN([C@@H](C)CO)C(=O)c2cc(NS(=O)(=O)c3cccs3)ccc2O[C@@H]1CN(C)C(=O)Nc1ccc(C(F)(F)F)cc1	-9	-4
C[C@H](CO)N1C[C@H](C)[C@H](CN(C)Cc2ccc3c(c2)OCO3)Oc2c(NC(=O)Nc3ccc(F)cc3)cccc2C1=O	-22	50
